# HepG2 tox: counter-screen for TGF-b inhibitors: cytotoxicity in HepG2 cells; HepG2 CAGA-GFP viability, ATP luminescence, 18 h; Potency, µM (doses to about 46.1 µM), without a hit: top-dose activity change, negative = cytotoxicity, most hits filed as cytotoxic; 0.76% of 410,000 active; AID 588856; further: potency means the concentration at half of the fitted maximal effect; some results filed as inactive show a strong effect at the top dose
#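 HepG2 CAGA-GFP cells (1000/well, DMEM with 1% FBS) received compound, then TGF-beta at 500 pg/mL final, and were incubated 18 hours at 37 degrees C. Viability was read by CellTiter-Glo luminescence. Media-only wells were set as complete cell-killing and DMSO as no toxicity.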
# A549 viability: A549 cytotoxicity, counter-screen for Nrf2 inhibitors. A549 ARE-Fluc cells, CellTiter-Fluor viability, 18-24 h. Potency, µM (top dose mostly 46 µM), for the others: at the top dose activity change, negative = cytotoxicity, hits mostly inhibitors. 0.16% of 390,000 active. AID 504648; further: potency means the concentration at half of the fitted maximal effect; on the % scale 0 is the no-effect control and ±100 the full control effect
#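 A549 ARE-Fluc cells in 5% FBS OPTI-MEM, 5000 cells/well, rested 2 h then exposed to compounds in concentration-response for 18-24 h at 37 °C. Viability by CellTiter-Fluor fluorescence (Ex 405/Em 525) after 30 min; luciferase luminescence (BugLite, 15 min, RT) read afterwards.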
# EPAC2 ag: activates human EPAC2 exchange factor. EPAC2 activation, biochemical qHTS; response scale: 100% = 6.5 mM cAMP response. Q8WZA2. 0.079% of 360,000 active. Potency, µM (top dose mostly 154 µM), for inactives: top-dose activation, hits mostly activators. AID 720711; further: potency means the concentration at half of the fitted maximal effect; nearly all actives have a fitted effect of over 50% in size
# Target sequence (Q8WZA2 whole entry, looked up): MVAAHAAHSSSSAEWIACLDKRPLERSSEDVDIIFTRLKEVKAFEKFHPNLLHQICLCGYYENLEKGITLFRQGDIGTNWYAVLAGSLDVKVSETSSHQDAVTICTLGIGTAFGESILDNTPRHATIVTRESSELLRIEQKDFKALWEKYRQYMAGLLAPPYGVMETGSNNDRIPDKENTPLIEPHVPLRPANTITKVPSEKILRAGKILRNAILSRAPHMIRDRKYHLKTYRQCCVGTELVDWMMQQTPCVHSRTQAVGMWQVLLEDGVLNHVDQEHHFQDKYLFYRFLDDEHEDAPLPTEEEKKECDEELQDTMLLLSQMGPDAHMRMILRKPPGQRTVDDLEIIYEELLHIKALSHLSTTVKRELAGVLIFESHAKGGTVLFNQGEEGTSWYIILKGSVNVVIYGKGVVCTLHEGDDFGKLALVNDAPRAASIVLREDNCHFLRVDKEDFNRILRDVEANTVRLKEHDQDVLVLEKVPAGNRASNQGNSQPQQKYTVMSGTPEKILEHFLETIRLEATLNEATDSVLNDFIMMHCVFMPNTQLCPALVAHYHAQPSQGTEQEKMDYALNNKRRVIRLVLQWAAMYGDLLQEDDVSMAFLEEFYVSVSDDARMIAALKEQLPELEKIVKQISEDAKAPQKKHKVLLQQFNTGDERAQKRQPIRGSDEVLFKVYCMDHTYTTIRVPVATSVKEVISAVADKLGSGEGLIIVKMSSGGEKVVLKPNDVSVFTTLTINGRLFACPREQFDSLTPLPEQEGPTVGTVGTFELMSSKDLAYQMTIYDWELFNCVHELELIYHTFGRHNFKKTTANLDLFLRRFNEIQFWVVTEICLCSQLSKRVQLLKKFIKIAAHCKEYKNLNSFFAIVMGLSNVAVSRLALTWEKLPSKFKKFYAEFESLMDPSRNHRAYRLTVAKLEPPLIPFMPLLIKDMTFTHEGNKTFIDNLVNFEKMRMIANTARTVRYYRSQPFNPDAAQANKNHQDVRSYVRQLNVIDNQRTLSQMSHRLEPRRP
#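 Compounds were added across a concentration range to EPAC2 (100 nM), RAP1B-BODIPY-GDP (250 nM) and GDP (50 uM). After 5 min at room temperature, fluorescence was recorded at 5-min intervals for 30 min.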
# ATXN2 expr inh: reduces ATXN2 reporter expression in HEK-293 cells; HEK-293 ATXN2-luciferase reporter, luminescence, 24 h; AID 1745845; 0.72% of 360,000 active; Potency, µM (doses to about 57 µM), for the others: top-dose activity change, negative = inhibition, actives largely listed as inhibitors; further: potency means the concentration at half of the fitted maximal effect; on the % scale 0 is the no-effect control and ±100 the full control effect; nearly all actives have a fitted effect of over 55% in size
#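 qHTS (up to 57 uM final) was run with 24 h compound exposure of reporter cells at 37 °C. Each well was multiplexed: SteadyGlo luminescence measured ATXN2-luciferase expression after a fluorogenic Gly-Phe-AFC viability readout (25 uM final).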
# Nrf2 ARE act: activates Nrf2 signaling. AREc32 ARE-luciferase reporter (MCF7-derived line), luminescence, 24 h. Potency, µM (titrated, usually from 46.1 µM), for inactives: at the highest dose activation, usual class: activators. 0.31% of 410,000 active. AID 624171; further: potency means the concentration at half of the fitted maximal effect; % of control where 0% means no effect; nearly all actives have a fitted effect of over 65% in size
#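 For detection, Steady-Glo was added and plates sat 30 min at RT; before that, AREc32_Fluc cells grown overnight in OPTI-MEM/5% FBS had been treated with 23 nL compound for 24 hr at 37 deg C.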
# IL2 activator: activators of IL-2. activation, % (series mostly up to about 46 µM). 0.065% of 360,000 active. IL-2 activation reporter assay, cell-based qHTS; stimulated with anti-CD3/CD4/CD28 beads; in transgenic mouse T cells; in the data active means activation above about 50%; inconclusive means mostly about 30% to 49%; further: 0% is about no effect
#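 Quantitative HTS in unstimulated transgenic mouse T cells, with memory T cells as non-tolerant control and PMA/ionomycin as tolerance-bypass control. Compound pretreatment lasted 60 minutes before 18 h bead stimulation; EGFP/DsRed fluorescence read.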
# An asterisk follows results filed as active; ? = inconclusive; . = not tested or not shown; [ ] = remark or other dose. Unless noted, the call rests on the fitted dose curve; in most records, active means well fitted curve in the direction sought with a large enough effect; inconclusive means small, poorly fitted or top-dose-only effect, or another doubt; inactive means no such curve, though single readings can be large; an effect the other way counts as inactive or inconclusive. Some of the compounds tested. The share of hits here may be higher or lower than overall.
SMILES,HepG2 tox,A549 viability,EPAC2 ag,ATXN2 expr inh,Nrf2 ARE act,IL2 activator
Cc1cccc(C)c1NC(=O)C1(C)CN(S(C)(=O)=O)CC(=O)N1CC(F)(F)F (stereo not drawn),.,.,6.1%,.,.,1.1
CC1(C(=O)NCc2ccccc2)CSCC(=O)N1C1CCN(Cc2ccccc2)CC1 (stereo not drawn),.,.,-11.2%,.,.,-0.8
O=C1Nc2ccccc2-n2nnnc2C1N1CCN(c2ccc(C(F)(F)F)cn2)CC1 (stereo not drawn),.,.,5.2%,.,.,0.1
CSCCC(C(=O)NC1CCCC1)n1c(-c2ccccn2)nc2ccccc21 (stereo not drawn),.,.,16.0%,.,.,-1.0
CCOC(=O)C1=CCN(S(=O)(=O)c2ccc(F)cc2)C1c1ccc(Cl)c(Cl)c1 (stereo not drawn),.,.,22.8%,.,.,-0.9
COC(=O)C[C@@H]1C=C[C@@H](NC(=O)CN(C)C)[C@@H](CO)O1,.,.,5.8%,.,.,0.4
Cc1ccc(Nc2nc(N)nc(N)c2N=O)cc1Cl,.,.,-0.4%,.,.,0.6
CCCCNC(=O)c1nc(-c2cnc(C)cn2)oc1-c1ccc(Cl)cc1,.,.,8.5%,.,.,0.9
Cc1cccc(C)c1NC(=O)C(c1ccc(C#N)cc1)n1c(=O)c(-c2cc3ccccc3[nH]2)nc2ccccc21 (stereo not drawn),.,.,11.1%,.,.,-0.1
COCC(=O)N[C@H]1C=C[C@@H](CC(=O)NCc2ccccc2OC)O[C@@H]1CO,.,.,6.3%,.,.,1.0
Cc1cc(N2CCN(C(C(=O)NC3CCCC3)C(C)C)CC2)c2ccccc2n1 (stereo not drawn),.,.,-2.6%,.,.,0.0
CC(C)OC(=O)CC(=O)CC(O)c1cccc([N+](=O)[O-])c1 (stereo not drawn),.,.,14.2%,.,.,-0.1
O=C(Nc1ccc2c(c1)OCCO2)C(c1ccccc1F)n1c(=O)c(-c2cc3ccccc3[nH]2)nc2ccccc21 (stereo not drawn),.,.,6.5%,.,.,0.0
COC(=O)[C@@]12C[C@@H](CC(=O)NCCC(C)C)C(=O)N(Cc3cccc4ccccc34)C1=CCC(C)(C)C2,.,.,3.9%,.,.,-0.9
CC(C)NC(=O)C1(C)CN(S(C)(=O)=O)CC(=O)N1CC(F)(F)F (stereo not drawn),.,.,5.3%,.,.,1.6
CCCCNC(=O)c1nc(-c2cccs2)oc1-c1ccc(Cl)cc1,.,.,0.9%,.,.,0.0
O=C(NC1CCCCC1)C(c1ccccc1)n1c(=O)c(-c2cc3ccccc3[nH]2)nc2ccccc21 (stereo not drawn),.,.,14.7%,.,.,-0.5
CCc1ccc(C2CC3C(CN2S(=O)(=O)c2ccc(C)cc2)[C@@H](O)C[C@@H](c2ccc(CC)cc2)N3S(=O)(=O)c2ccc(C)cc2)cc1 (stereo partly drawn),.,.,2.3%,.,.,0.3
COC(=O)[C@@]12C[C@@H](CC(=O)N3CCSCC3)C(=O)N(Cc3ccccc3)C1=CCC(C)(C)C2,.,.,10.9%,.,.,0.6
CCOc1ccccc1NC(=O)c1c(NCc2sccc2C)sc2c1CCC(C)C2 (stereo not drawn),-34.7%,3.3%,.,.,13.0%,.
O=c1c(N2CCc3ccccc3C2)csc2ccc(F)cc12,-14.6%,-14.5%,.,.,8.3%,.
c1ccc2c(CCNc3ccc(Nc4ccncc4)cc3)c[nH]c2c1,.,.,.,15.3µM*,.,.
CC[C@H](C)n1cc(C)c2c(C(=O)NCc3c(C)cc(C)[nH]c3=O)cc(-c3ccc(N4CCNCC4)nc3)cc21,.,.,.,?,.,.
O=S(=O)(O)c1ccc2cc(N=Nc3cc(S(=O)(=O)O)c4cccnc4c3O)ccc2c1,.,.,.,?,.,.
CNc1nc(-c2ccc3c(N)n[nH]c3c2)cc(N2C[C@@H](C(=O)NC3CCCCC3)CC[C@@H]2C)n1,.,.,.,-9.0%,.,.

# One compound at a time, as listed above. Order of screens: HepG2 tox	A549 viability	EPAC2 ag	ATXN2 expr inh	Nrf2 ARE act	IL2 activator
# Entry for CCCCNC(=O)c1nc(-c2cccs2)oc1-c1ccc(Cl)cc1 : .	.	0.9%	.	.	0.0
# Entry for CC(C)NC(=O)C1(C)CN(S(C)(=O)=O)CC(=O)N1CC(F)(F)F (stereo not drawn) : .	.	5.3%	.	.	1.6
# Entry for COCC(=O)N[C@H]1C=C[C@@H](CC(=O)NCc2ccccc2OC)O[C@@H]1CO : .	.	6.3%	.	.	1.0
# Entry for Cc1ccc(Nc2nc(N)nc(N)c2N=O)cc1Cl : .	.	-0.4%	.	.	0.6
# Entry for O=C(NC1CCCCC1)C(c1ccccc1)n1c(=O)c(-c2cc3ccccc3[nH]2)nc2ccccc21 (stereo not drawn) : .	.	14.7%	.	.	-0.5

# Other results
SMILES,HepG2 tox,A549 viability,EPAC2 ag,ATXN2 expr inh,Nrf2 ARE act,IL2 activator
COc1cc([C@@H]2c3cc4c(cc3[C@@H](O[C@@H]3O[C@@H]5CO[C@@H](c6cccs6)O[C@@H]5[C@H](O)[C@@H]3O)[C@H]3COC(=O)[C@H]23)OCO4)cc(OC)c1O,.,.,.,0.172µM*,.,.
C=C1CCC2[C@](C)(CO)C(O)CC[C@]2(C)C1CC=C1C(=O)OCC1O (stereo partly drawn),.,.,.,-0.1%[116 µM],.,.
COc1cc(F)c(F)c(Nc2ccc(I)cc2F)c1NS(=O)(=O)C1(C[C@H](O)CO)CC1,.,.,.,-6.3%,.,.
Cn1cncc1[C@@](N)(c1ccc(Cl)cc1)c1ccc2c(c1)c(-c1cccc(Cl)c1)cc(=O)n2C,.,.,.,?,.,.
COc1cc(OC)cc(-c2ccc3ncc4ccc(=O)n(-c5ccc(N6CCNCC6)c(C(F)(F)F)c5)c4c3c2)c1,.,.,.,19.3µM*,.,.
c1cc(-c2cnn3cc(-c4ccc(OCCN5CCCCC5)cc4)cnc23)ccn1,.,.,.,3.85µM*,.,.
Cc1cccc(-c2[nH]c(C(C)(C)C)nc2-c2ccc3nccnc3c2)n1,.,.,.,27.3µM*,.,.
CCOc1cc(N2CCC(O)CC2)ccc1Nc1ncc2c(n1)N(C)c1ccccc1C(=O)N2C,.,.,.,64.0%[activator],.,.
CN1C(=O)C(Cc2c[nH]c3ccccc23)NC1=S (stereo not drawn),.,.,.,75.7%[activator],.,.
O=C(NCc1ccccc1)[C@H](Cc1ccccc1)NC(=O)[C@@H]1O[C@@H]1C(=O)NCCc1ccc(O)cc1,.,.,.,2.1%,.,.
C#C[C@]1(O)CC[C@H]2[C@H]3CCc4cc(OC)ccc4[C@H]3CC[C@@]21C,.,.,.,-1.2%,.,.
CN1CCN(c2cc(C(=O)Nc3ccc4c(c3)-c3c(c(C(N)=O)nn3-c3ccc(F)cc3)CC4)c(Cl)cn2)CC1,.,.,.,?,.,.
CC(C)C[C@@H](N)[C@H](O)C(=O)N[C@H](C(=O)N[C@H](C(=O)N[C@@H](CC(=O)O)C(=O)O)C(C)C)C(C)C,.,.,.,-11.2%,.,.
CC[C@H](Nc1ncnc2nc[nH]c12)c1nc2cccc(F)c2c(=O)n1-c1ccccc1,.,.,.,?,.,.
Oc1cccc(-c2nc(N3CCOCC3)c3oc4ncccc4c3n2)c1,.,.,.,?,.,.
COc1cc(O)c2c(c1)C1OC1C[C@H](O)[C@H](O)C(=O)C=CC[C@H](C)OC2=O (stereo partly drawn),.,.,.,6.85µM*,.,.
c1ccc(-c2oc3ncnc(NC[C@@H]4CCCO4)c3c2-c2ccccc2)cc1,.,.,.,?,.,.
CCN(CC)Cc1ccc2cc(COC(=O)Nc3ccc(C(=O)NO)cc3)ccc2c1,.,.,.,35.8%[activator],.,.
CCC[C@@H](C=O)NC(=O)[C@H](CC(C)C)NC(=O)[C@H](CC(C)C)NC(=O)OCc1ccccc1,.,.,.,1.53µM*,.,.
COc1ccc2c(c1)CC[C@@H](CN(C)CC(=O)O)[C@H]2c1ccccc1,.,.,.,?,.,.
CC(C)(C)C(=O)Oc1ccc2c(c1)nc(NC(=O)c1cccc([N+](=O)[O-])c1)n2CCCO,.,.,.,?,.,.
C=C1C(=O)OC2C=C(C)CCC=C(C)CCC12 (stereo not drawn),.,.,.,-3.9%,.,.
CC(C)(C)c1cc(NC(=O)Nc2ccc(-c3cn4c(n3)sc3cc(OCCN5CCOCC5)ccc34)cc2)no1,.,.,.,-5.6%,.,.
COc1ccc(-c2nc(N3CCOCC3)c3sc(CN(C)c4ncc(C(=O)NO)cn4)cc3n2)cn1,.,.,.,13.4%,.,.
Cc1cnc(-c2cnc(NCCNc3ccc(C#N)cn3)nc2-c2ccc(Cl)cc2Cl)[nH]1,.,.,.,?,.,.
# Other results
SMILES,HepG2 tox,A549 viability,EPAC2 ag,ATXN2 expr inh,Nrf2 ARE act,IL2 activator
N#CC1(c2ccc(NC(=O)c3cccnc3NCc3ccncc3)cc2)CCCC1,.,.,.,40.6%[activator],.,.
O=C1C(Cl)=C(NCCN2CCOCC2)C(=O)c2ncccc21,.,.,.,9.68µM*,.,.
N[C@@H](CC(=O)N1CCn2c(nnc2C(F)(F)F)C1)Cc1cc(F)c(F)cc1F,.,.,.,-10.8%,.,.
c1ccc2c(-c3cnn4cc(-c5ccc(N6CCNCC6)cc5)cnc34)ccnc2c1,.,.,.,?,.,.
CN1CCN(Cc2ccc(NC(=O)Nc3ccc(Oc4cc(NC(=O)C5CC5)ncn4)cc3)cc2C(F)(F)F)CC1,.,.,.,?,.,.
CC1CCC(C(=O)N(c2cc(C#CC(C)(C)C)sc2C(=O)O)C2CCC(O)CC2)CC1 (stereo not drawn),.,.,.,14.2%,.,.
Clc1ccc(-c2nc3sccn3c2C=NOCc2ccc(Cl)c(Cl)c2)cc1,.,.,.,?,.,.
COc1ccc(-c2oc3c(CC=C(C)C)c(O)cc(O)c3c(=O)c2O)cc1,.,.,.,?,.,.
CNC1CCC(N(Cc2cccc(-c3ccncc3)c2)C(=O)c2sc3c(F)ccc(F)c3c2Cl)CC1 (stereo not drawn),.,.,.,?,.,.
CC(C)C[C@@H](C=O)NC(=O)[C@H](CC(C)C)NC(=O)[C@H](CC(C)C)NC(=O)OCc1ccccc1,.,.,.,1.09µM*,.,.
C=C1[C@H](n2cnc3c(=O)[nH]c(N)nc32)C[C@H](O)[C@H]1CO,.,.,.,?,.,.
CC[C@H]1OC(=O)[C@H](C)C(=O)[C@H](C)[C@@H](O[C@H]2O[C@H](C)C[C@H](N(C)C)[C@@H]2O)[C@](C)(OC)C[C@@H](C)C(=O)[C@H](C)[C@H]2N(CCCCn3cnc(-c4cccnc4)c3)C(=O)O[C@]12C,.,.,.,?,.,.
O=C1CCCC(=O)C1C(=O)c1ccc(C(F)(F)F)cc1[N+](=O)[O-],.,.,.,10.6%,.,.
O=C(Nc1c(Cl)cncc1Cl)c1ccc(OC(F)F)c(OCC2CC2)c1,.,.,.,-3.9%,.,.
